BCR signal inh – qHTS Assay to Find Inhibitors of Chronic Active B-Cell Receptor Signaling; ABC-DLBCL IkBa-CBG/CBR reporter, luminescence ratio, 4 h; Potency, µM (highest dose often 46.1 µM), for inactives: top-dose ratio change, negative = lower green/red ratio, actives largely listed as inhibitors; 340,000 tested, 0.05% active; AID 493014, 2011; active = well fitted inhibition curve with a large enough effect in the signal ratio, with a control signal flat, not every such curve was filed as active; inconclusive = small, poorly fitted or top-dose-only effect, or effect the other way, or a change in a side signal; the % refers to the signal ratio;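 note: potency is the fitted concentration of half-maximal effect; plate controls were basal doxycycline-induced cells for no effect and cells given 10 µM MG132 for full effect; MG132 reads +100%, hits lower the ratio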
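Cell line TMD8 (human ABC DLBCL), stably expressing tet-inducible CBG68-IkBa fusion and CBR; IMDM/0.5% FBS; cpd up to 46 uM; dox induction, 4 h, 37C/5% CO2; dual luminescence; green/red ratio; MG132 control.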
ELG1 DNA repair – qHTS screen for small molecules that inhibit ELG1-dependent DNA repair in human embryonic kidney (HEK293T) cells expressing luciferase-tagged ELG1. HEK293T ELG1-luciferase reporter, luminescence, 16 h; DNA damage induced by 5-fluorouridine. Potency, µM (titrated, usually from 46.1 µM), without a hit: at the top dose activity change, negative = inhibition, most hits filed as inhibitors. 330,000 tested, 2.3% active. AID 504467, 2011; note: potency is the fitted concentration of half-maximal effect; % is set by controls: 0 for no effect and ±100 for the full control effect; nearly all actives have a fitted effect of over 55% in size
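Overnight (16 hr) co-exposure of 2,000 cells/well to 5-fluorouridine and compound at 37 °C preceded detection. Luciferase was quantified via ONE-Glo luminescence; loss of signal denotes inhibition.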
USP2a inh – qHTS Assay for Inhibitors of Ubiquitin-specific Protease USP2a Using CHOP2 as the Reporter | Ubiquitin carboxyl-terminal hydrolase 2 (Homo sapiens), O75604 | USP2 core, Ub-CHOP2 coupled fluorogenic reporter, 485/531 | Potency, µM (doses to about 38.3 µM), inactives show at the top dose activity change, negative = inhibition, most hits filed as inhibitors | 330,000 tested, 0.01% active;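 note: potency is the fitted concentration of half-maximal effect; plate controls were DMSO wells for no effect and full inhibition by NEM control for full effect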
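USP2 core (10nM final) preincubated 30min RT with compound in 20mM Tris-HCl pH 8.0, 2mM CaCl2, 2mM beta-mercaptoethanol, 0.05% CHAPS; 25nM Ub-CHOP2 plus 25nM reporter substrate added, fluorescence (Ex485/Em531) read after 60min.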
TSG101-PTAP inh – qHTS Assay for Iinhibitors of HIV-1 Budding by Blocking the Interaction of PTAP/TSG101. Tumor susceptibility gene 101 protein (Homo sapiens), Q99816. Fluorescence polarization, FITC-PTAP peptide / Tsg101 binding. Potency, µM (top dose mostly 115 µM), for the others: at the top dose activity change, negative = inhibition, actives largely listed as inhibitors. 340,000 tested, under 10 active. AID 493005, 2010; active = well fitted inhibition curve with a large enough effect in the main read-out, with a control signal flat, not every such curve was filed as active; inconclusive = small, poorly fitted or top-dose-only effect, or effect the other way, or a change in a side signal; inactive = no such curve, though single readings can be large or run the other way; note: potency is the fitted concentration of half-maximal effect; % of control where 0% means no effect
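Fluorescence polarization binding of Tsg101 binding domain (10 uM final) to FITC-labeled PTAP peptide (50 nM final) in HEPES pH 7.5 buffer with NaCl, Tween 20, EDTA, TCEP. Compounds added before peptide; binding 20 min at RT.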
TCR activator – Activators of T cell receptors: qHTS campaign. primary human leukocytes, anti-CD3, IL-2 HTRF, 48 h. 330,000 tested, under 10 active. AID 504894, 2011. Potency, µM (series often up to 9.22 µM), for inactives: at the top dose activation of IL-2 secretion, hits mostly activators; note: % of control where 0% means no effect
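IL-2 release read by HTRF sandwich (Eu cryptate donor, d2 acceptor, 665 nm emission) after 48 hr exposure of primary human leukocytes to compound together with anti-CD3 beads in the absence of co-stimulatory signals.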
uPA surface inh – qHTS for Inhibitors of Cell Surface uPA Generation. cell surface uPA generation assay, qHTS. Potency, µM (top dose mostly 38.3 µM), for inactives: at the highest dose activity change, negative = inhibition, actives largely listed as inhibitors. 330,000 tested, 0.31% active. AID 540303, 2011; active = well fitted inhibition curve with a large enough effect; inconclusive = small, poorly fitted or top-dose-only effect; inactive = no such curve, though single readings can be large or run the other way; tested in mouse RAW 264.7 cells; note: potency is the fitted concentration of half-maximal effect; % is set by controls: 0 for no effect and ±100 for the full control effect; nearly all actives have a fitted effect of over 55% in size
TSHR antag – Antagonists of the Thyroid Stimulating Hormone Receptor: HTS campaign. Thyrotropin receptor (Homo sapiens), P16473. TSHR-expressing cells, TSH-stimulated cAMP HTRF, 2 h; hits give low values. activity change, negative = inhibition, % at 11.5 µM. 330,000 tested, 0.2% active. AID 504810, 2011;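 active = activity change below a set negative limit, meaning inhibition stronger than a set level, cut at about -70% in these data; inconclusive = activity change between two set negative limits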; note: % is set by controls: 0 for no effect and ±100 for the full control effect
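Freshly harvested TSHR cells receive pin-tooled compound, then EC80 TSH at 4nM final. After 2 hours at 37 deg C, antibody in lysis buffer and cAMP-d2 are added; 30 minutes at ambient temperature precede the HTRF read.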
Tb PFK block – qHTS Assay to Find Inhibitors of T. brucei phosphofructokinase | ATP-dependent 6-phosphofructokinase (Trypanosoma brucei brucei), O15648 | T. brucei PFK, ADP-Glo luminescence | Potency, µM (top dose mostly 57.5 µM), without a hit: at the top dose activity, negative = inhibition, most hits filed as inhibitors | 330,000 tested, 0.17% active;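 note: potency is the fitted concentration of half-maximal effect; 0% = uninhibited 1x PFK enzyme wells and -100% = no-enzyme wells; nearly all actives have a fitted effect of over 60% in size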
Target sequence (O15648 whole entry, looked up): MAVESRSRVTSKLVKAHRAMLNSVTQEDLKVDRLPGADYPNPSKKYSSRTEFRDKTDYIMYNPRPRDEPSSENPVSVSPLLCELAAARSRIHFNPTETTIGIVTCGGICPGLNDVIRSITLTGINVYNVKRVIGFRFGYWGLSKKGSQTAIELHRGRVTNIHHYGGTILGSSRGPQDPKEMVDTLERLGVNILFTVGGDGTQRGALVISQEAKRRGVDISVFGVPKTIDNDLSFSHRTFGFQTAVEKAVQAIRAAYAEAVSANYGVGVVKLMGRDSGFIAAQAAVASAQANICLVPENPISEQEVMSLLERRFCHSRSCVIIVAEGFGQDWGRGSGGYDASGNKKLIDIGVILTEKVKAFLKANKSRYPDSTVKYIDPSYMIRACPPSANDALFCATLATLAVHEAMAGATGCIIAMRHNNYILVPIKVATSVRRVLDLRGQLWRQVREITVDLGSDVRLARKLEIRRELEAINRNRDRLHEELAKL
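PFK 1.25 nM, F6P 0.5 mM, ATP 0.1 mM, 0.1 M TEA pH 8.0, 5 mM MgCl2, 0.01% Tween20, 0.1% BSA; 45 min RT. ADP-Glo readout. qHTS titration up to 57 uM; curves fitted, compounds curve-classed.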
Mito fusion act – qHTS Assay for Small Molecule Inhibitors of Mitochondrial Division or Activators of Mitochondrial Fusion. S. cerevisiae fusion-defective mutant growth rescue, CellTiterGlo 48 h. 320,000 tested, 0.23% active. Potency, µM (titrated, usually from 46.1 µM), inactives show top-dose growth rescue (activation), hits mostly activators;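 note: potency is the fitted concentration of half-maximal effect; % of control where 0% means no effect; nearly all actives have a fitted effect of over 45% in size; temperature-sensitive fusion mutants such as fzo1-1 at 37 °C on non-fermentable ethanol glycerol medium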
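Luminescent cell viability in 1536-well qHTS format served as the measure of rescued growth in ts fusion-mutant S. cerevisiae cultured on non-fermentable YPEG for 48 hours at 37C.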
B2AR arrestin – qHTS assay of beta-arrestin-biased ligands of beta2-adrenergic receptor; Beta-2 adrenergic receptor (Homo sapiens), P07550; beta-arrestin recruitment to beta2AR, cell-based reporter; Potency, µM (doses to about 46.1 µM), without a hit: at the top dose activation, actives largely listed as activators; 330,000 tested, 0.02% active;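 note: potency is the fitted concentration of half-maximal effect; 0% = DMSO controls and full agonism = EC100 isoproterenol or metaproterenol; nearly all actives have a fitted effect of over 65% in size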
Target sequence (P07550 whole entry, looked up): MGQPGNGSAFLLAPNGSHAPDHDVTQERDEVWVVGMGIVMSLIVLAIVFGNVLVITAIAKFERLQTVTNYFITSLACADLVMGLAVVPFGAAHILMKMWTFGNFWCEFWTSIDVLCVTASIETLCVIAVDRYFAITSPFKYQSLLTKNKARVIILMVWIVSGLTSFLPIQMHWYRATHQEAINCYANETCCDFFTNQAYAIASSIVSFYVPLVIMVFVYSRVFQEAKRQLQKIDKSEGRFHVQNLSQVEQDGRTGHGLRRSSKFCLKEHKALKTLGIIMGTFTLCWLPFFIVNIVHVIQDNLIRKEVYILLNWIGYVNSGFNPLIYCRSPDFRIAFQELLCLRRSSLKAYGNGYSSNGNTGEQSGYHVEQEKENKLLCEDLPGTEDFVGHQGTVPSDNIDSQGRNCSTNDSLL
Eya2 inh – qHTS Assay for Inhibitors of the Phosphatase Activity of Eya2; Protein phosphatase EYA2 (Homo sapiens), O00167; recombinant Eya2, OMFP fluorescence dephosphorylation (OMFP is methylfluorescein phosphate); Potency, µM (titrated, usually from 76.9 µM), without a hit: at the top dose activity, negative = inhibition, actives largely listed as inhibitors; 330,000 tested, 0.006% active; AID 488837, 2010; note: potency is the fitted concentration of half-maximal effect; % is set by controls: 0 for no effect and ±100 for the full control effect
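Eya2 (0.2 uM) preincubated 10 min at ambient with compound, then OMFP substrate added at 50 uM; 10 min reaction in 50 mM HEPES pH 7.5, 50 mM NaCl, 5 uM MgCl2, 0.05% BSA, 1 mM DTT. Fluorescence read at Ex 485/Em 525 nm.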
Numbers without * were called inactive; ? = inconclusive; nt = no result given; [ ] = another dose, or the depositor's remark. Unless noted, calls come from the whole dose curve; as a rule, active = well fitted curve in the direction sought with a large enough effect; inconclusive = small, poorly fitted or top-dose-only effect, or another doubt; inactive = no such curve, though single readings can be large; an effect the other way counts as inactive or inconclusive.

SMILES	BCR signal inh	ELG1 DNA repair	USP2a inh	TSG101-PTAP inh	TCR activator	uPA surface inh	TSHR antag	Tb PFK block	Mito fusion act	B2AR arrestin	Eya2 inh
Cc1cccc(NC(=S)NNC(=O)c2nn(C)cc2Cl)c1	?	?	1.3%	-6.1%	-0.2%	2.2%	0.2	1.5%	-0.8%	-0.6%	18.4%
O=C(Nc1cccc(F)c1)c1ccccc1-c1ccccc1	-12.1%	-11.4%	2.8%	-1.3%	-8.7%[46.1 µM]	-0.5%	24.0	-4.2%	12.7%	-0.4%	-4.4%
CN1CCN(/C=C2\SC(=S)NC2=O)CC1	2.7%	10.0%	0.3%	0.4%	5.8%	-1.6%	11.4	23.9%	2.0%	0.0%	21.7%
CCN(CC)S(=O)(=O)c1cc(NC(=O)C(C)N2CCN(Cc3ccc4c(c3)OCO4)CC2)ccc1C (stereo unspecified)	-4.7%	?	-1.7%	-0.3%	-1.7%[46.1 µM]	4.3%	-8.6	-0.4%	1.6%	0.2%	-0.4%
Cc1n[nH]c(=S)n(/N=C/c2cccs2)c1=O	2.3%	15.6%	-1.4%	-0.4%	-2.9%	2.1%	-3.9	3.2%	2.1%	0.5%	9.9%
Cc1ccc(N=Nc2c(C)[nH]n(-c3ccccc3)c2=O)cc1Br	2.4%	3.0%	-0.5%	-7.4%	-1.8%	6.3%	-6.0	0.7%	0.0%	3.0%	?
CCCCc1ccc(NC(=S)N2CCCC(CO)C2)cc1 (stereo unspecified)	-1.3%	?	0.4%	1.3%	-3.0%[46.1 µM]	-2.4%	6.4	-1.0%	-3.2%	-0.2%	3.8%
O=C(Nc1sc2c(c1C(=O)NCc1cccnc1)CCCC2)c1ccco1	?	-20.6%	-0.9%	-10.8%	3.8%	nt	5.8	0.0%	24.6%	-0.1%	-26.6%
CCc1ccc(NC(=O)C(=O)NCCN2CCN(C(=O)c3ccco3)CC2)cc1	?	3.4%	-1.0%	0.3%	-0.5%[46.1 µM]	-1.8%	-12.0	-2.3%	1.3%	2.6%	1.6%
Cc1nn(C)c(C)c1S(=O)(=O)N(CC(=O)NCc1cccs1)c1ccc(C(C)C)cc1	1.9%	2.0%	0.4%	1.3%	-3.6%[46.1 µM]	9.9%	0.0	0.2%	0.3%	-1.2%	-7.0%
CCc1c(C)sc(NC(=O)C2CC2)c1C(=O)OC(C)C	1.4%	-16.0%	0.1%	-0.7%	-5.6%[46.1 µM]	-2.0%	-19.1	-2.7%	8.1%	-0.2%	-6.2%
Cc1ccccc1C(=O)N1CCCC(N2CCN(Cc3ccc4c(c3)OCO4)CC2)C1 (stereo unspecified)	-0.3%	?	1.7%	-2.5%	-25.5%	-3.3%	25.4	-0.9%	3.9%	-0.5%	-17.2%
COc1ccc(-c2csc(N(CCCN(C)C)C(=O)c3ccccc3F)n2)cc1	?	-7.8%	2.7%	-1.9%	-1.9%	?	-4.7	3.4%	-19.4%	-0.3%	3.2%
S=C(NCCCCNC(=S)NCc1ccccc1)NCc1ccccc1	2.9%	-0.9%	2.4%	-6.2%	2.1%	-1.3%	-12.8	-5.3%	-1.7%	0.0%	-5.7%
CSc1n[nH]c(-c2sccc2OCc2ccc(C)cc2)n1	-0.7%	4.2%	0.2%	-0.8%	2.4%	nt	-8.2	3.5%	-3.6%	0.2%	4.2%
CN1CCN(c2ccc(NC(=O)c3cc(Cl)c4c(c3)OCCO4)cc2)CC1	-9.3%	?	1.6%	-5.6%	-4.7%	-7.0%	-4.7	0.0%	-12.2%	0.1%	14.9%
O=C(NC(=S)N(CCO)Cc1ccccc1)c1ccc(F)cc1Cl	-0.3%	3.0%	2.1%	-5.6%	0.0%	-5.1%	-5.9	-1.7%	-7.1%	-0.9%	-10.9%
CCC1(C)Cc2c(sc3nnn(CC(=O)Nc4ccccc4)c(=O)c23)CO1 (stereo unspecified)	?	?	3.2%	-7.5%	-0.1%	nt	1.8	0.0%	2.6%	-0.4%	-20.1%
Cc1ccc(CC(NC(=O)c2ccccc2)C(=O)NC(CC(C)C)C(=O)O)cc1 (stereo unspecified)	?	0.5%	1.9%	-5.3%	0.0%	-2.7%	0.7	-1.4%	-9.3%	-0.3%	15.1%
CCN1CCN(C(CNS(=O)(=O)c2ccccc2)c2cccnc2)CC1 (stereo unspecified)	1.7%	-6.3%	-3.6%	-0.6%	13.8%	15.5%	8.2	-0.1%	-2.4%	-0.4%	-14.8%
CCCn1c(SCC(=O)N2CCCc3ccccc32)nc2c1c(=O)n(C)c(=O)n2C	12.3%	?	0.0%	-5.6%	1.7%	nt	24.8	1.5%	-0.6%	0.3%	12.1%
COc1ccc2c(-c3ccccc3)cc(SCC(N)=O)nc2c1	-16.4%	-0.8%	-2.2%	10.6%	9.4%	1.7%	-0.4	-1.5%	25.2%	-0.6%	1.3%
Cc1oc(-c2cc(Cl)cc(Cl)c2)cc1C(=O)NCCc1ccccc1	1.0%	-2.8%	4.8%	-0.1%	-11.8%[46.1 µM]	4.2%	-26.6	-1.6%	?	0.5%	3.4%
CCN(CC)S(=O)(=O)c1ccc(OC)c(NC(=S)Nc2cc(C)ccc2C)c1	0.3%	-9.5%	1.0%	nt	6.2%[46.1 µM]	nt	1.2	0.2%	-1.0%	-1.2%	-21.6%
COc1ccccc1N1CC(C(=O)Nc2cccc(C(=O)O)c2)CC1=O (stereo unspecified)	9.9%	?	-0.8%	-1.9%	5.2%	-4.7%	-10.3	6.5%	-0.8%	-0.3%	7.0%
O=C(NCc1ccc2c(c1)OCO2)c1ccc(C2SCC(=O)N2Cc2ccco2)cc1 (stereo unspecified)	-2.0%	-29.4%	-14.9%	-3.0%	7.1%	nt	0.0	-6.9%	-0.3%	-0.4%	-0.2%
O=C(CC(Nc1cccc(Cl)c1Cl)C(=O)OCC(=O)c1cccs1)c1ccccc1 (stereo unspecified)	?	-0.2%	0.4%	-0.8%	-7.8%[46.1 µM]	-0.2%	-8.4	-15.6%	1.3%	-1.1%	1.8%
O=C(Nc1ccccc1N1CCOCC1)c1ccc2ccccc2c1	-7.2%	-1.5%	-0.7%	1.3%	-1.7%	-2.3%	-20.5	0.3%	14.9%	-0.5%	1.2%
O=C(CCN1C(=O)c2ccccc2S1(=O)=O)Nc1ccc(C(=O)O)cc1	?	?	-0.4%	-4.2%	6.4%	5.1%	-8.1	-1.8%	-2.8%	-0.1%	?
O=C1C=C(O)C(n2cncn2)C(c2cc(F)ccc2F)C1 (stereo unspecified)	0.3%	10.5%	3.6%	0.1%	-3.4%	1.5%	-2.1	-6.8%	-0.3%	-0.2%	7.6%
O=C(COC(=O)C1CCC(=O)N1)Nc1cc(Cl)ccc1Cl (stereo unspecified)	2.5%	13.1%	2.1%	-0.8%	-4.0%[46.1 µM]	5.9%	-2.2	1.3%	2.4%	-0.5%	-12.6%
Cc1nc(Cl)cc(N/N=C/c2ccccc2)n1	-3.1%	18.4%	-1.0%	-2.0%	2.8%	-22.7%	-19.0	3.7%	-10.7%	-0.2%	12.8%
COc1c(Cl)ccc(Cl)c1C(=O)OCC(=O)O	?	11.4%	0.4%	-5.2%	-8.8%	3.1%	4.6	3.2%	0.4%	0.0%	-4.5%
